Sm TGR block – blocks Schistosoma mansoni thioredoxin glutathione reductase; purified TGR, DTNB reduction, TNB absorbance 405 nm; actives 3% (n = 360,000); Q962Y6; AID 485364; Potency, µM (titrated, usually from 114 µM), inactives show top-dose activity change, negative = inhibition, usual class: inhibitors; also: potency is read from the fitted curve at half-maximal effect; nearly all actives have a fitted effect of over 60% in size
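TGR 20 nM + NADPH 100 uM (dispensed conc.), cpd preinc 15 min RT; start with NADPH (500 uM addition) then DTNB (15 mM addition). Kinetic TNB absorbance, 405 nm filter. Four-parameter Hill fit across titration.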
AmpC inh detg – blocks E. coli AmpC beta-lactamase in detergent assay; P00811; AmpC hydrolysis of nitrocefin, absorbance 480 nm, 0.01% Triton; Potency, µM (series often up to 114 µM), without a hit: at the highest dose activity change, negative = inhibition, actives largely listed as inhibitors; actives 0.041% (n = 370,000); AID 485294;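 also: potency is read from the fitted curve at half-maximal effect; 0% = no-compound wells and -100% = no-enzyme wells; nearly all actives have a fitted effect of over 25% in size; some results filed as inactive show a strong effect at the top dose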
Target sequence (P00811 whole entry, looked up): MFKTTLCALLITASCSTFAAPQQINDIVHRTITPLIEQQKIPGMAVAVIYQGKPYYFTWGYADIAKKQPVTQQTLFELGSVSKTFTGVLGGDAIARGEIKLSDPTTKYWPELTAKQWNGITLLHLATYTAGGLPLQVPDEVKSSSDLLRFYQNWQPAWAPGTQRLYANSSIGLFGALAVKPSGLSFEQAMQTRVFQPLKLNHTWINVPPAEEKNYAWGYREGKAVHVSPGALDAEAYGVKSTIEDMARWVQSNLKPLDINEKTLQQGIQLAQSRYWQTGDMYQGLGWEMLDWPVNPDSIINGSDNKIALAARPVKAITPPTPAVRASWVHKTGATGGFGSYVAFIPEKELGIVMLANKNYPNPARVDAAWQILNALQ
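20 mM phosphate pH 7.0 + 0.01% (detergent screen) or 0.0001% Triton X-100; 5.3 nM AmpC reagent; cpd preinc 15 min RT; nitrocefin (800 uM stock) to start; A480 q20 s × 4 min; Activity was normalised to no-enzyme and no-compound control wells.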
LmPK inhibitor – blocks Leishmania mexicana pyruvate kinase activity | Q27686 | purified LmPK, Kinase-Glo ATP luminescence, 1 h | Potency, µM (highest dose often 57.5 µM), inactives show at the highest dose activity change, negative = inhibition, hits mostly inhibitors | actives 0.37% (n = 290,000); also: potency is read from the fitted curve at half-maximal effect
Target sequence (Q27686 whole entry, looked up): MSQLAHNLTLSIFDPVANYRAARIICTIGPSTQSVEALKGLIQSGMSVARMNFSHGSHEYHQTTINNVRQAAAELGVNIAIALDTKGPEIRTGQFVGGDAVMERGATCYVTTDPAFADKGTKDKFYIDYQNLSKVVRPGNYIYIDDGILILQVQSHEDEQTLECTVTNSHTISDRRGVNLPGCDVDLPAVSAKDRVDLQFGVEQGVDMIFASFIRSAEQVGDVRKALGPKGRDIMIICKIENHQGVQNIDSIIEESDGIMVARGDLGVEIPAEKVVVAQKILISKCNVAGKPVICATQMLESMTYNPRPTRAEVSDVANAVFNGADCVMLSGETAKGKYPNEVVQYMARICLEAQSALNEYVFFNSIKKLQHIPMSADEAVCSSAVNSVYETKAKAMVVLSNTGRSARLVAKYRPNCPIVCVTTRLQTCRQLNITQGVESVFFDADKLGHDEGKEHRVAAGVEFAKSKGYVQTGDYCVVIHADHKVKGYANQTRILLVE
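qHTS format; LmPK 0.1 nM; substrates PEP 0.5 mM and ADP 0.1 mM. One-hour room-temperature incubation, then coupled luciferase luminescence; 0.5 nM enzyme wells mark activation.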
AmpC no deterg – blocks E. coli AmpC beta-lactamase in detergent-free assay. AmpC nitrocefin hydrolysis, absorbance 480 nm, 0.0001% Triton. actives 0.52% (n = 330,000). Potency, µM (top dose mostly 57.1 µM), for the others: at the highest dose activity change, negative = inhibition, usual class: inhibitors. AID 485341. P00811;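 also: potency is read from the fitted curve at half-maximal effect; plate controls were no compound for no effect and no enzyme for full effect; nearly all actives have a fitted effect of over 20% in size; some results filed as inactive show a strong effect at the top dose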
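AmpC (5.3 nM in the dispensed reagent) in 20 mM phosphate pH 7.0 with 0.01% (detergent screen) or 0.0001% Triton X-100 was preincubated with compounds for 15 min at room temperature. Nitrocefin was then added from an 800 uM solution, and hydrolysis was followed at 480 nm.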
AMA1 RON2 block – AMA1-RON2 (P. falciparum) interaction inhibition. AlphaScreen AMA1-biotinylated RON2 peptide binding. Potency, µM (highest dose often 58.2 µM), for inactives: top-dose activity change, negative = inhibition, most hits filed as inhibitors. actives 0.2% (n = 360,000);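 also: potency is read from the fitted curve at half-maximal effect; 0% = vehicle wells and -100% = peptide control; nearly all actives have a fitted effect of over 45% in size; some results filed as inactive show a strong effect at the top dose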
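AMA1 (3D7) with his tag at 25 nM final met compounds first, then biotinylated RON2 peptide at 25 nM; detection used donor plus acceptor beads, 10 µg/mL apiece, read by AlphaScreen after 30 min at room temperature.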
HCMV antiviral – human cytomegalovirus inhibition | HFF cells, HCMV-luciferase reporter, 72 h; hits give low values | activity change, negative = inhibition, % at 57.5 µM | actives 4.5% (n = 410,000); in the data active = activity change below about -60%; inconclusive = no clear call, values can overlap the other calls; inactive = above about -39%
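HFF cells seeded 16 h at 37C, treated with compounds, infected with luciferase-reporter HCMV at MOI 1 PFU/cell; luciferase read at 72 h post infection, normalized to buffer-only and Salinomycin controls.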
TbPYK inhibitor – blocks Trypanosoma brucei pyruvate kinase; Q57TT1; TbPYK enzyme, Kinase-Glo Plus ATP luminescence, 45 min; Potency, µM (doses to about 76.8 µM), for inactives: at the highest dose activity, negative = inhibition, most hits filed as inhibitors; actives 0.12% (n = 410,000); AID 624173; also: potency is read from the fitted curve at half-maximal effect; nearly all actives have a fitted effect of over 50% in size
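T. brucei PYK with substrate was exposed to pin-transferred compounds across a concentration series, then started with 130 uM ADP (final). After 45 min at room temperature, Kinase-Glo Plus luminescence was read, normalized and curve-fitted.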
Active calls of the source: *; ? = inconclusive; / = not tested or not shown; & = joins results of further samples; [ ] = another dose, or the depositor's remark. Unless noted, calls follow the shape of the dose curve; as a rule, active = well fitted curve in the direction sought with a large enough effect; inconclusive = small, poorly fitted or top-dose-only effect, or another doubt; inactive = no such curve, though single readings can be large; an effect the other way counts as inactive or inconclusive. Unless noted, % is scaled to controls: 0 for no effect and ±100 for the full control effect.

SMILES | AmpC inh detg | HCMV antiviral | TbPYK inhibitor | AmpC no deterg | LmPK inhibitor | AMA1 RON2 block | Sm TGR block
CC(C)Cn1cnc2c(=O)oc3ccccc3c21 | 3% | -12 | -4% | -9% | 5% | -4% | -19%
Cc1ccc(OCCSc2ncccn2)c(C)c1 | 4% | -37 | 4% | -5% | -7% | 29% | 5%
O=C(CSc1nnc(-c2ccc(S(=O)(=O)N3CCCC3)cc2)o1)NCc1ccccc1 | -15% | 27 | -2% | -3% | 6% | -6% | -1%
CCOCCC(=O)Nc1ccc2c(c1)c(=O)n(C)n2Cc1cccc(C(F)(F)F)c1 | / | -62* | -9% | / | / | -3% | /
Cc1sc2nc(CN3CCOCC3)nc(N3CCOCC3)c2c1C | -5% | 7 | -16% | 11% | -3% | -2% | -10%
Cc1nc(Nc2c(Cl)cccc2Cl)sc1C(=O)Nc1ccccc1 | 3% | 11 | -1% | -29% | 3% | 3% | -3%
CC(NC(=O)Cn1nc(C(=O)O)c2ccccc2c1=O)C12CC3CC(CC(C3)C1)C2 (centres undefined) | -2% | 27 | 2% | -39% | 4% | -6% | 4%
CCCc1nnc(SCC(=O)Nc2ccc(Cl)cc2Cl)o1 | 0% | 53 | 3% | 1% | -8% | -16% | 7%
CCN(CC)CCNC(=O)c1ccc(NC(=O)c2cccc(S(=O)(=O)Nc3ccc(C)cc3)c2)cc1 | -3% | -28 | 3% | 58% | 1% | -11% | 4%
O=C(CNC(=O)c1ccc(-c2ccccc2)cc1)OCc1ccc(Br)cc1 | 10% | 15 | -6% | -14% | 0% | 3% | -4%
CCOC(=O)CSc1nc2cc(OCC)ccc2cc1C#N | ? | 38 | / | -4% | -7% | 12% | ?
CN1CCN(C(=O)Nc2cccc(-c3ccccc3)c2)CC1 | -3% | 21 | -1% | -3% | 1% | -9% | -2%
CC(Cc1ccccc1)N1C(=O)c2cccc([N+](=O)[O-])c2C1=O (centres undefined) | -6% | 0 | 2% | -7% | -7% | -5% | -12%
COc1cc(-n2nnnc2SC)c(OC)cc1Cl | 5% | -17 | 4% | -2% | 1% | 6% | /
COc1ccc(Cn2c(SCc3ccc(C(=O)NCc4ccccc4F)cc3)nc3cccnc32)cc1 | 13% | -2 | -3% | / | / | / | -1%
COCCn1c(SCC(=O)NCc2ccccc2)nc2ccccc21 | -7% | -17 | 5% | 3% | -5% | -10% | -11%
COn1c(SC2CCCCC2)nc2ccccc2c1=O | ? | -33 | -12% | -28% | 2% | -12% | -16%
COc1ccc(C)cc1NC(=O)N1CCN(S(=O)(=O)c2ccc3c(ccn3C)c2)CC1 | 9% | 13 | 1% | / | / | / | 8%
CC1=NOC(=O)/C1=C\c1ccc(-c2ccc(Cl)c(C(=O)O)c2)o1 | -11% | 2 | -14% | -25% | -15% | -2% | -31%
O=C(C1=C(O)C(=O)N(c2ccccc2)C1c1ccc([N+](=O)[O-])cc1)c1cccs1 (centres undefined) | -2% | -24 | 5% | -30% | 8% | 6% | 0%
COc1cccc(OCC(=O)N(C)Cc2nc(-c3ccccc3)no2)c1 | -12% | 1 | 1% | 10% | -4% | 2% | -7%
CCOc1ccc(CCNC(=O)COC(=O)/C=C/c2ccc(OC(F)F)c(OC)c2)cc1OCC | ? | 13 | 2% | 189%[activator] | / | -1% | -1%
CCOC(=O)C1CCCN(C(=O)c2cc(S(=O)(=O)N3CCCCCC3)ccc2OC)C1 (centres undefined) | -4% | 0 | 5% | 30% | / | 63%[activator] | -3%
COc1ccc2nc3cc(Cl)ccc3c(Nc3ccc(O)c(CN4CCN(C)CC4)c3)c2c1 | / | 17 | 5% | / | / | ? | /
COC(=O)N[C@H](CC(C)=O)c1ccccc1 | ? | / | / | -7% | 0% | / | -11%
COc1cccc(NC(=O)COC(=O)c2cccnc2)c1 | ? | 46 | -6% | -16% | 1% | 0% | 1%
CCn1cc(S(=O)(=O)N2CCN(c3ccc(Cl)cc3)CC2)cn1 | 1% | 16 | 2% | 53% | -1% | 14% | 1%
Cc1ccc(S(=O)(=O)N2CCN(C(=O)C3=COCCO3)CC2)cc1C | 7% | 17 | -3% | 4% | 7% | -1% | -7%
Cc1nc2cc(NC(=O)N3c4ccccc4CC3C)ccc2o1 (centres undefined) | 2% | 79 | -4% | -34% | -8% | 0% | 1%
Cc1ccc(OCc2cc(C(=O)NCC3COCCO3)no2)cc1C (centres undefined) | 6% | 58 | 9% | 104%[activator] | 0% | 0% | 2%

An excerpt from above in order of molar mass, largest number first:
SMILES | AmpC inh detg | HCMV antiviral | TbPYK inhibitor | AmpC no deterg | LmPK inhibitor | AMA1 RON2 block | Sm TGR block
COc1ccc(Cn2c(SCc3ccc(C(=O)NCc4ccccc4F)cc3)nc3cccnc32)cc1 | 13% | -2 | -3% | / | / | / | -1%
CC1=NOC(=O)/C1=C\c1ccc(-c2ccc(Cl)c(C(=O)O)c2)o1 | -11% | 2 | -14% | -25% | -15% | -2% | -31%
CN1CCN(C(=O)Nc2cccc(-c3ccccc3)c2)CC1 | -3% | 21 | -1% | -3% | 1% | -9% | -2%

Next section.
SMILES | AmpC inh detg | HCMV antiviral | TbPYK inhibitor | AmpC no deterg | LmPK inhibitor | AMA1 RON2 block | Sm TGR block
Cc1cc(=O)[nH]c(SCC(=O)NCC2CCCCC2)c1C#N | -9% | -30 | -3% | -11% | 1% | 28% | 1%
CC(C)(CO)CNC(=O)CCc1nnc(C2(c3ccc(Cl)cc3)CCC2)o1 | 4% | 2 | 3% | 92%[activator] | 8% | 2% | 10%
COc1cc2c(cc1NC(=O)C(C)NCc1ccccc1)oc1ccccc12 (centres undefined) | 12% | -7 | 3% | 2% | 7% | -2%[2.32 µM] | -12%
Cn1c(Cc2ccccc2)nnc1SCc1cc(=O)n2ccsc2n1 | -4% | -63* | 1% | -9% | -9% | 2% | -12%
CCCCOc1c(Cl)cc(C(=O)N(Cc2ccc(C)o2)C2CCS(=O)(=O)C2)cc1Cl (centres undefined) | -2% | -110* | ? | / | / | / | -3%
O=C(CSc1ccccc1)N1CCN(S(=O)(=O)c2cccs2)CC1 | -7% | 50 | 0% | -11% | 3% | 13% | -22%
CS(=O)(=O)Cc1cc(Sc2ccccc2)nc(-c2ccncc2)n1 | -1% | 2 | -5% | 80%[activator] | -5% | -3% | -1%
Cc1ccc2nc3sc(-c4nnc(-c5ccccc5[N+](=O)[O-])o4)c(N)c3cc2c1 | 6% | / | / | -7% | 12% | / | 1%
Cc1nnc(NC(=O)CSc2ccc3nnc(-c4cccnc4)n3n2)s1 | 4% | / | / | -18% | 0% | / | -4%
CCN(Cc1ccccc1)C(=O)Cn1c(=O)oc2cc(S(=O)(=O)N3CCCCCC3)ccc21 | 16% | ? | -7% | / | / | / | -4%
CCCN1CCN(C(=O)Nc2ccc(C(=O)OCC)cc2)CC1 | -10% | -6 | 4% | -37% | 6% | -1% | 0%
CCCCc1c(-c2cccc(F)c2)ncn1CCc1ccccc1OC | / | -61* | -2% | / | / | -29% | /
COc1ccccc1OCCNC(=O)c1cccc(S(=O)(=O)NCc2ccccc2)c1 | -8% | -38 | 1% | -23% | / | 7% | 0%
C=CCNC(=O)c1ccccc1NC(=O)c1ccccc1 | ? | ? | 6% | -1% | 5% | 56%[activator] | -5%
COCCNC(=O)c1cccc2c(-c3ccnn3C)coc12 | / | 39 | -5% | / | / | -4% | /
Cc1ccc(S(=O)(=O)c2n[nH]n3c2nc(=O)c2ccccc23)cc1 | 4% | 0 | 4% | -39% | 0% | -4% | 0%
O=[N+]([O-])c1cc(S(=O)(=O)NCCN2CCOCC2)ccc1Sc1nnnn1-c1ccccc1 | ? | -89* | -2% | 127%[activator] | 8% | 1%[11.6 µM] | 18µM*
O=C(O)c1ccc2c(c1)C(=O)N(Cc1ccccc1)C2=O | 2% | 14 | -8% | -13% | -7% | -4% | 11%
Cc1[nH]nc2c1C1(CCC(c3ccccc3)CC1)C(C#N)=C(N)O2 (centres undefined) | ? | 6 | 0% | -39% | 1% | 1% | -13%
CCOC(=O)C1=CN(Cc2ccccc2)CCC1=O | / | 5 | -5% | / | / | 7% | /
CSc1n[nH]c(NC(C)=O)n1 | -1% | -2 | 2% | -18% | -7% | 6% | -24%
C[C@@]12N[C@@H](Cc3ccccc31)c1ccccc12 | / | -39&-30 | 0%&4% | / | / | 5%&-2% | /
CC1(C)C(=O)Nc2ccccc2N1C(=O)Cn1ncc(Cl)c(Cl)c1=O | 9% | 12 | 3% | -18% | 4% | 9% | 10µM*
C(=N\N(c1ccccc1)c1ccccc1)/c1ccc(N2CCOCC2)s1 | 1% | -21 | -11% | -24% | 2% | -29% | ?
CCOC(=O)C1=C(C)N=c2sc(=Cc3cc(Cl)c(OCC(=O)O)c(OC)c3)c(=O)n2C1c1ccccc1Cl (centres undefined) | / | -32 | -9% | / | / | -6% | /
CC1CCc2cc(F)cc3c(=O)c(C(=O)O)cn1c23 (centres undefined) | -1% | -71* | -4%&4% | -15% | -3% | 19% | 8%
Cc1ccc(S(=O)(=O)N(C)c2cc(S(N)(=O)=O)c(C)cc2C)cc1 | -9% | -25 | -5% | -16% | -1% | 3% | -12%
O=C1NC(Cc2ccc(O)cc2)c2nc3cc(F)ccc3c(=O)n2-c2ncccc21 (centres undefined) | / | -19 | 1% | / | / | 20% | /
COc1ccc(C(=O)NCc2cc(C(C)C)no2)cc1OC1CCN(C(C)C)CC1 | -5% | -9 | -4% | -19% | 0% | 6% | -7%
CC(=NNC(=O)c1ccncc1)c1ccccc1O | / | -98* | 1% | / | / | 63%[activator] | /

(more compounds)
SMILES | AmpC inh detg | HCMV antiviral | TbPYK inhibitor | AmpC no deterg | LmPK inhibitor | AMA1 RON2 block | Sm TGR block
CCc1ccc(-n2nc(CO)c(C(=O)NCc3cccs3)n2)cc1 | 14% | 21 | -1% | / | / | / | 6%
COc1ccc(C(=S)N2CCNCC2)cc1 | -7% | 34 | -4% | 1% | 1% | 42%[activator] | -5%
Cc1cccc2cc(CN(CC3CCCO3)C(=O)c3cccs3)c(=O)[nH]c12 (centres undefined) | -14% | ? | 0% | 6% | 3% | -21% | -11%
O=C(O)CSc1nnc(-c2ccccc2Br)n1-c1cccc(C(F)(F)F)c1 | 0% | -34 | -3% | -25% | -4% | -6% | 12%
O=C(O)Cn1c2ccccc2c2n[nH]c(=S)nc21 | -7% | 13 | ? | -8% | 2% | 88%[activator] | -36%
Cc1cc(S(=O)(=O)NC(C)C)ccc1OCC(=O)NCc1ccccc1 | 4% | 3 | 6% | 9% | 2% | -4% | -7%

From PubChem
